APOBEC3G inh – APOBEC3G DNA deaminase inhibitors, primary screen, biochemical, fluorescence, single-stranded DNA substrate, uHTS | DNA dC->dU-editing enzyme APOBEC-3G (Homo sapiens), Q9HC16 | inhibition, % at 20 µM | AID 493012, 2011 | 330,000 tested, 0.28% active | recombinant A3G, ssDNA deamination FAM/TAMRA fluorescence;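 active means inhibition of at least 40% at 20 µM, with no more than 30% in the related APOBEC3A deaminase screen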;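 further: plate controls were DMSO wells with A3G for no effect and wells lacking A3G enzyme for full effect; some compounds called inactive have numbers as strong as hits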
Target sequence (Q9HC16 whole entry, looked up): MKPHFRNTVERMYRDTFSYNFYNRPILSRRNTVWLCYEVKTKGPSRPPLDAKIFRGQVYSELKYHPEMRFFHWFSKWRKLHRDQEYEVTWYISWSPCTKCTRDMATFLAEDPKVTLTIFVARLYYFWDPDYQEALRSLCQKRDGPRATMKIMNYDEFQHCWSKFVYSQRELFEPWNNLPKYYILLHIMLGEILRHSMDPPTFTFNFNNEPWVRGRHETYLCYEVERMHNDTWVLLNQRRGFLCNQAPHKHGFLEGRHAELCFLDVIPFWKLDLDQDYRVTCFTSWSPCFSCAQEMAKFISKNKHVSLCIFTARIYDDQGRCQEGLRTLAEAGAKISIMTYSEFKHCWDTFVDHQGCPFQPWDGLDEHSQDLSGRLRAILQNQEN
ATG4B inhibitor – ATG4B protease inhibitors, primary screen, biochemical, fluorescence, uHTS; Cysteine protease ATG4B (Homo sapiens), Q9Y4P1; ATG4B cleavage of LC3-PLA2, NBD-HPC fluorescence, 1 h; inhibition, % at 8.33 µM; 340,000 tested, 0.51% active; in the data active means inhibition above about 40%
Target sequence (Q9Y4P1 whole entry, looked up): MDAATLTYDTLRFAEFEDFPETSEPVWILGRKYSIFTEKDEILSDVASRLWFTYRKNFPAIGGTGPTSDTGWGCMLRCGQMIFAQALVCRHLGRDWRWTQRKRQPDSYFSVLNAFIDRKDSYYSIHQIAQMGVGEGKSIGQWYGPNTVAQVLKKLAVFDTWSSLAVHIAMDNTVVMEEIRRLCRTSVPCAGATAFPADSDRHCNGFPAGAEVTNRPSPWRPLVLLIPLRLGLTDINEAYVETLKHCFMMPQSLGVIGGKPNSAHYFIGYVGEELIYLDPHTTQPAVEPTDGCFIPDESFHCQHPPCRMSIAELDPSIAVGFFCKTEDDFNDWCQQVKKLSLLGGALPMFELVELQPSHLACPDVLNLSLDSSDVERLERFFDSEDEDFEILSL
mIAP act – activators of mouse IAP, primary screen, biochemical, luminescence, uHTS; 330,000 tested, 0.24% active; muIAP, CDP-Star luminescence, 30 min; stronger effect = higher value; 1 = vehicle-only enzyme signal, 0 = enzyme-free wells; activation factor at 10 µM; intestinal alkaline phosphatase [Mus musculus];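 active means activation factor of at least 2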; further: the source names both 10 and 20 µM as test concentration; values of inactives mirror those of a sister screen read the other way
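Assay system: mouse IAP enzyme; reagent: chemiluminescent substrate CDP-Star; dosing: test compounds delivered from DMSO solution; schedule: 30 min at room temperature; measured by: luminescence from enzymatic CDP-Star hydrolysis; controls: DMSO-only wells and no-enzyme negative control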
hIAP act – human IAP activators, primary screen, biochemical, luminescence, uHTS. purified human IAP, CDP-Star luminescence, 30 min; stronger effect = higher value; 1 = vehicle-only enzyme, 0 = enzyme-free background. activation factor at 10 µM. 330,000 tested, 0.16% active;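 active means activation factor of the enzyme at least 2-fold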; further: the source names both 10 and 20 µM as test concentration; values of inactives mirror those of a sister screen read the other way
hIAP block – human IAP inhibitors, primary screen, biochemical, luminescence, uHTS; purified IAP, CDP-Star luminescence, 30 min; AID 2544, 2010; inhibition, % at 10 µM; 330,000 tested, 0.12% active; Intestinal-type alkaline phosphatase (Homo sapiens), P09923;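 active means inhibition reaching a set limit with compound at 10 µM in the primary screen, cut at about 35% in these data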;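 further: plate controls were DMSO wells with enzyme for no effect and no-enzyme buffer wells for full effect; values of inactives mirror those of a sister screen read the other way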
MIN6 prolif – inducers of MIN6 beta-cell proliferation, primary screen, ATP luminescence, uHTS | MIN6 cells proliferation, ATPlite luminescence, 48 h; cells starved in 0.2% serum; 100% = growth in 10% serum | proliferation, % at 10 µM | 330,000 tested, 0.29% active | AID 2380, 2010;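 active means compounds whose signal lies at least 3.5 SD above the mean of all wells on their plate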;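 further: 0% = DMSO-treated cells in low-serum medium and 100% = 10% serum control; some compounds called inactive have numbers as strong as hits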
mIAP inh – inhibitors of mouse IAP, primary screen, biochemical, luminescence, uHTS; purified mouse IAP, CDP-Star luminescence, 30 min; inhibition, % at 10 µM; 330,000 tested, 0.2% active;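 active means inhibition of at least 40% at 10 µM in the primary screen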;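 further: plate controls were DMSO with enzyme for no effect and no enzyme wells for full effect; values of inactives mirror those of a sister screen read the other way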
A3A deaminase – APOBEC3A ssDNA deaminase inhibitors, primary screen, selectivity assay for APOBEC3G inhibitor project, biochemical, FAM/TAMRA oligo cleavage fluorescence | inhibition, % at 20 µM | 330,000 tested, 0.41% active | recombinant A3A, FAM/TAMRA ssDNA deamination fluorescence | DNA dC->dU-editing enzyme APOBEC-3A (Homo sapiens), P31941;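 active means at least 40% inhibition at 20 µM here, with at most 30% in a related deaminase screen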;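 further: plate controls were A3A with DMSO for no effect and wells lacking A3A enzyme for full effect; some results filed as inactive read as strong as hits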
MPTP inh – mitochondrial permeability transition pore inhibitors, primary screen, biochemical, isolated mouse mitochondria, absorbance; AID 602449, 2012; Ca2+ swelling absorbance, 30 min; 360,000 tested, 1.4% active; inhibition, % at 10 µM;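 active means inhibition of 50% or more, scaled per plate between neutral and stimulator controls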;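 further: 0% = DMSO wells given calcium and 100% = 1 mM EGTA wells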
Numbers without * were called inactive; nt = not tested or not shown. No enrichment for hits (roughly 3.3% active in at least one column).

SMILES	APOBEC3G inh	ATG4B inhibitor	mIAP act	hIAP act	hIAP block	MIN6 prolif	mIAP inh	A3A deaminase	MPTP inh
Cc1cccc(NS(=O)(=O)c2nnc(NC(=O)CC(C)C)s2)c1	-2	-2	1	0.99	1	-3	-4	3	0.1
Cc1scc(C(=O)N/N=C/c2ccc(OC(C)C)cc2)c1C	-5	3	1	1.1	-12	-1	0	-1	-0.3
c1ccc2c(c1)N1CCCN=C1N2CCN1CCCCC1	-3	-6	0.95	0.96	4	-1	5	0	2.1
CC(C)CNc1cc(N2CCCC2)ccc1[N+](=O)[O-]	-2	10	0.8	0.99	1	2	20	-1	3.3
Cc1cccc(-c2nc(=S)c3c(o2)CCCC3)c1	-5	-7	0.82	0.93	7	-2	18	-3	-1.8
COc1ccc(NC(=S)N2CCC(NC(=O)c3ccc(OC)cc3)CC2)cc1	-13	-6	1	0.98	2	-2	-3	-2	-2.1
CC1(/[N+]([O-])=C/c2ccc(Cl)cc2Cl)CCCCC1=O (configuration not stated)	0	0	0.99	1	-1	1	1	-2	1.3
CCCN(Cc1nnc(-c2ccccc2Cl)o1)C(=O)c1cc(S(=O)(=O)N2CCOCC2)ccc1F	-7	-15	0.94	1.1	-8	-1	6	-4	-0.6
CCOc1ccc2nc(NC(=O)CSc3nc(-c4ccccc4)c(C#N)c(=O)[nH]3)sc2c1	-5	30	1.1	1	-1	-2	-13	0	-0.1
NC(=O)c1ccc(NC(=O)CSC2=Nc3ccccc3C3CC=NN23)cc1 (configuration not stated)	-4	-2	0.91	0.91	9	-1	9	-1	2.5
COc1ccc(NC(=O)COC(=O)CO/N=C(\C)c2ccc3c(c2)OCO3)cc1S(N)(=O)=O	-4	-10	1	1.1	-8	-2	-1	-3	-2.0
NC1=NC(=O)/C(=C/c2cccc(F)c2)S1	-8	-1	0.99	1.3	-29	-1	1	-2	0.4
O=C(CCl)Nc1cccc(Oc2ccccc2)c1	-6	-4	1.2	0.99	1	-6	-19	1	1.5
Cc1ccc(CNC(=O)CSc2nc(C)cs2)cc1	-1	-2	1	0.99	1	-4	-4	4	0.0
COc1ccc(C(=O)NNC(=O)c2snnc2C)cc1	-7	-4	1.1	0.91	9	-1	-7	-2	1.2
COc1ccc(N2CCN(C(=O)COC(=O)c3oc4ccccc4c3C)CC2)cc1	-3	-12	0.94	0.91	9	0	6	-4	-3.4
CC(C)N1CCN(c2ccc(S(=O)(=O)N3CCOCC3)cn2)CC1	-4	-3	0.97	1.1	-8	-4	2	0	1.0
COc1ccc(COC(=O)C2=C(C)NC(=O)NC2c2ccccc2F)cc1 (configuration not stated)	-7	3	1	0.94	6	2	-3	-5	13
CCOC(=O)C1CCN(c2cc(=O)n(Cc3ccc(F)cc3)c(=O)[nH]2)CC1	4	0	0.97	0.95	5	-2	3	-1	0.6
O=C(Nc1nnc(-c2cccs2)o1)C1CC1	-8	-8	0.99	0.97	3	7	1	-2	-1.2
Cc1onc(-c2ccc(Cl)cc2Cl)c1-c1csc(N/N=C/c2ccccc2Cl)n1	0	3	1.1	1.1	-7	-2	-6	1	20
O=C(Nc1nnc(SCc2ccc(F)cc2)s1)C1CC(=O)N(c2ccc3c(c2)OCCO3)C1 (configuration not stated)	0	5	0.99	0.85	15	0	1	-1	-0.4
Cc1ccc(N2C(=O)CC(Sc3ncn[nH]3)C2=O)cc1C (configuration not stated)	36	-10	0.97	0.94	6	-4	3	-3	-5.4
CC(C)[C@H](NC(=O)OCc1ccccc1)C(=O)OCC(=O)NCCc1ccccc1	-4	-11	1.1	1.2	-23	0	-6	1	1.2
CC(C)c1ccc(CN2C(=O)NC3(CCCCCC3)C2=O)cc1	-7	6	0.98	1	-2	-1	2	-1	-0.7

Full records, looked up by structure. Order of values: APOBEC3G inh	ATG4B inhibitor	mIAP act	hIAP act	hIAP block	MIN6 prolif	mIAP inh	A3A deaminase	MPTP inh
`O=C(Nc1nnc(SCc2ccc(F)cc2)s1)C1CC(=O)N(c2ccc3c(c2)OCCO3)C1` (configuration not stated) is entered as 0	5	0.99	0.85	15	0	1	-1	-0.4
`Cc1onc(-c2ccc(Cl)cc2Cl)c1-c1csc(N/N=C/c2ccccc2Cl)n1` is entered as 0	3	1.1	1.1	-7	-2	-6	1	20

The listing picks up; the 6 compounds before the break are reprinted first.
SMILES	APOBEC3G inh	ATG4B inhibitor	mIAP act	hIAP act	hIAP block	MIN6 prolif	mIAP inh	A3A deaminase	MPTP inh
O=C(Nc1nnc(-c2cccs2)o1)C1CC1	-8	-8	0.99	0.97	3	7	1	-2	-1.2
Cc1onc(-c2ccc(Cl)cc2Cl)c1-c1csc(N/N=C/c2ccccc2Cl)n1	0	3	1.1	1.1	-7	-2	-6	1	20
O=C(Nc1nnc(SCc2ccc(F)cc2)s1)C1CC(=O)N(c2ccc3c(c2)OCCO3)C1 (configuration not stated)	0	5	0.99	0.85	15	0	1	-1	-0.4
Cc1ccc(N2C(=O)CC(Sc3ncn[nH]3)C2=O)cc1C (configuration not stated)	36	-10	0.97	0.94	6	-4	3	-3	-5.4
CC(C)[C@H](NC(=O)OCc1ccccc1)C(=O)OCC(=O)NCCc1ccccc1	-4	-11	1.1	1.2	-23	0	-6	1	1.2
CC(C)c1ccc(CN2C(=O)NC3(CCCCCC3)C2=O)cc1	-7	6	0.98	1	-2	-1	2	-1	-0.7
CNC(=S)NC1CC2CCCC(C1)N2Cc1ccccc1OC (configuration not stated)	0	0	1.1	1	-4	1	-11	-3	0.0
COc1ccc2c(c1)C1OCCC1C(c1ccco1)N2 (configuration not stated)	-3	-2	1	1.1	-8	-6	-2	1	-1.1
O=C(CSc1nccn1-c1ccccc1)NO	1	-4	1.1	1.1	-7	-2	-5	2	0.4
Cc1cccc(NC(=O)CCN2C(=O)C3C4C=CC(C4)C3C2=O)c1 (configuration not stated)	-6	6	1.1	1.2	-16	-2	-11	-7	-2.3
COc1cccc(C2CC(c3cccs3)=NN2S(C)(=O)=O)c1 (configuration not stated)	4	-2	1.1	1.1	-11	0	-7	3	-1.6
O=C(NC(=S)NCCO)c1sc2ccccc2c1Cl	-7	0	0.98	1.2	-16	-1	2	2	1.6
COc1ccccc1OC(C)C(=O)N1CCN(Cc2ccc3c(c2)OCO3)CC1 (configuration not stated)	13	2	0.97	0.93	7	-1	3	57*	-0.9
CN(C)c1ccnc2sc3c(SCc4ccc(Cl)cc4)ncnc3c12	-4	-2	0.9	0.98	2	-1	10	1	0.2
CCC(Sc1ncccc1C(=O)OC(C)C)C(=O)N1CCOCC1 (configuration not stated)	-1	1	0.97	1.1	-9	2	3	4	1.1
COc1ccc(NC(=O)c2cncn2-c2ccccc2)cc1	-7	1	0.96	0.89	11	0	4	-1	0.8
CCCNC(=O)NCCc1ccncc1	1	-3	0.86	1	-2	-4	14	1	0.1
CCN(CC)C(=O)N1CCn2c(nc3ccccc32)C1	3	1	1.1	0.97	3	-4	-10	4	25
Cc1cc(-c2nnc(-c3cccc(Cl)c3)o2)no1	-14	-2	0.96	0.92	8	1	4	-4	1.1
C=CCNC(=O)CSc1nnc(-c2ccccn2)n1Cc1ccccc1	2	0	1	1.1	-5	2	0	2	-3.9
O=C1c2oc3ccccc3c(=O)c2C(c2cccc(F)c2)N1CCCO (configuration not stated)	-6	-2	1.1	1	-3	-2	-7	-2	-0.1
CSc1ccccc1OCc1cc(C(=O)N2CCC(c3ccncc3)CC2)no1	-2	nt	0.98	1.1	-11	-7	2	-6	60*
CCc1cccc2c(C(=O)CSc3nnc(-c4ccoc4C)n3C)c[nH]c12	1	-7	1.1	0.91	9	2	-6	6	0.5
CCN(CC)S(=O)(=O)c1cccc(C(=O)N/N=C/c2ccc([N+](=O)[O-])o2)c1	-11	0	0.66	1.3	-25	-5	34	-4	-0.6
CCN(CC(=O)Nc1cccc(OC)c1)CC(=O)Nc1cccc2ccccc12	-7	-9	1.1	1	-2	-1	-14	-3	1.3
CCc1nnc(NC(=O)C2CCC(CNc3c(N4CCC(C)CC4)c(=O)c3=O)CC2)s1 (configuration not stated)	-3	-3	1.1	1	-3	-3	-9	0	0.7
CCOc1ccccc1N(CC(=O)Nc1ccc(OC)cc1)S(=O)(=O)c1ccccc1	-5	-2	1.2	0.9	10	0	-15	-4	-0.8
COc1ccc(C(C)=O)cc1CSc1nnc(Nc2c(C)cccc2C)s1	0	-7	0.83	0.83	17	0	17	-3	5.1
CC(C)C(C)(C#N)NC(=O)CSc1nc2scc(-c3ccco3)c2c(=O)n1-c1ccccc1 (configuration not stated)	-4	-15	1	0.88	12	-2	0	-3	-0.5

MPTP inh: entries above that show a hit
mol | APOBEC3G inh | ATG4B inhibitor | mIAP act | hIAP act | hIAP block | mIAP inh | A3A deaminase | MPTP inh
CSc1ccccc1OCc1cc(C(=O)N2CCC(c3ccncc3)CC2)no1 | -2 | nt | 0.98 | 1.1 | -11 | 2 | -6 | 60*

Assay outcomes: PubChem BioAssay, Sanford-Burnham Center for Chemical Genomics
